# From PubChem
# SIRT5 inh: SIRT5 desuccinylase inhibitors, primary screen, biochemical, fluorescence imaging, single point, set 5. NAD-dependent protein deacylase sirtuin-5, mitochondrial (Homo sapiens), Q9NXA8. Purified SirT5, succinyl-peptide AMC, trypsin-coupled fluorescence. inhibition, % at 15 µM. 330,000 tested, 1.1% active. AID 652115, 2013; in the data active = inhibition above about 15%; inconclusive = no clear call, values can overlap the other calls
# Target sequence (Q9NXA8 whole entry, looked up): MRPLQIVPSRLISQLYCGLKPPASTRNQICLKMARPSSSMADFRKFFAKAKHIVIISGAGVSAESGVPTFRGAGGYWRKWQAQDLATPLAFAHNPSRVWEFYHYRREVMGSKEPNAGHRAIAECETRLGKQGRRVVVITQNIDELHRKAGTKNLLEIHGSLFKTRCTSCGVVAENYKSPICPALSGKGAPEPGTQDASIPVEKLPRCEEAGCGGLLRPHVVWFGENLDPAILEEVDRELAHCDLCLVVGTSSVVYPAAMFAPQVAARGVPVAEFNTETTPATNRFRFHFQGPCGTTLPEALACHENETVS
# Statin myotox sup: suppressors of statin myotoxicity in C2C12 myotubes, primary screen, cell-based, single point, plate reader; C2C12 myotubes + simvastatin, ATP luminescence, 48 h; scaled: DMSO 0, geranylgeraniol control 100; rescue of ATP level, % at 7.49 µM; 330,000 tested, 0.78% active; AID 602340, 2012;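 active = mean ATP rescue above about 67%, or every replicate alone reaching that limit, limit read from the data, passing the limit was not always enough; inconclusive = no clear call, values can overlap the other calls; inactive = mean under the limit and some replicate under it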;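 note: myotubes were challenged with 10 µM simvastatin during compound exposure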
# PglD DTNB: C. jejuni PglD acetyltransferase inhibitors, primary screen, biochemical, DTNB colorimetric, single point | UDP-N-acetylbacillosamine N-acetyltransferase PglD (Campylobacter jejuni) | purified PglD enzyme, DTNB colorimetric CoA detection | inhibition, % at 12.5 µM | 360,000 tested, 0.098% active | AID 602405, 2012; in the data active = inhibition above about 16%, passing the limit was not always enough; inconclusive = no clear call, values can overlap the other calls; note: strong numbers were not always called active
# E-sel inducer: E-selectin induction in HUVECs, primary screen, imaging, HUVEC, immunofluorescence imaging, single point; activation, % at 7.58 µM; normalized: neutral wells 0, TNF-alpha wells 100; P16581; 260,000 tested, 0.37% active;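 active = mean E-selectin-positive cell signal at least 10% of the positive control, reached in at least 60% of replicates, without over 20% cell loss; inconclusive = no rule given, readout overlaps actives, possibly toxicity-flagged; inactive = the rest, including those meeting only one limit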;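 note: in these data hits start at about 27%; measured in HUVEC primary endothelial cells; signal is the percent of cells scored E-selectin positive by PE staining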
# Target sequence (P16581 whole entry, looked up): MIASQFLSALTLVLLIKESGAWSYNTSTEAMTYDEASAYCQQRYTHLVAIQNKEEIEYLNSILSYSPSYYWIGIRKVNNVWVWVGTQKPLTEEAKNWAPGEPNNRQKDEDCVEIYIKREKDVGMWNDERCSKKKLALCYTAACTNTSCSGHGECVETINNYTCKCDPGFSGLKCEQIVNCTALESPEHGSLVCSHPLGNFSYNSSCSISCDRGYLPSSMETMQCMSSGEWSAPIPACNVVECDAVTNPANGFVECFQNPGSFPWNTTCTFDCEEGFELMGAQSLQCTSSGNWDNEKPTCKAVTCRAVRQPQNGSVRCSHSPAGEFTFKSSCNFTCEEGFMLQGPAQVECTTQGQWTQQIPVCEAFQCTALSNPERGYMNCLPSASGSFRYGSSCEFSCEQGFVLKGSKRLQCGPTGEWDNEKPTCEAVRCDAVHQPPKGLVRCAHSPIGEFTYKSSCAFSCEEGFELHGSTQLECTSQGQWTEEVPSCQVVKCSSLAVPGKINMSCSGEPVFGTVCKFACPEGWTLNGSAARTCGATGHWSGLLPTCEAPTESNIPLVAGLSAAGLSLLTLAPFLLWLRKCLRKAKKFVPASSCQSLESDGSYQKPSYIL
#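 Read-out basis: % PE-positive cells; Test system: HUVEC primary endothelial cells; Technique: immunofluorescence imaging; Dosing: single-point compound dose.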
# S100A4 inh HTS: inhibitors of S100A4-myosin IIA peptide binding, primary screen, biochemical, fluorescence polarization, TAMRA-MyoIIA peptide; Protein S100-A4 (Homo sapiens), P26447; inhibition, % at 10.7 µM; 360,000 tested, 0.14% active; AID 652163, 2013;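 active = mean inhibition of at least 70% across replicates, with every replicate also reaching that level; inconclusive = mean inhibition reaches 70% but some replicates fall short; inactive = mean inhibition below 70%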
# Target sequence (P26447 whole entry, looked up): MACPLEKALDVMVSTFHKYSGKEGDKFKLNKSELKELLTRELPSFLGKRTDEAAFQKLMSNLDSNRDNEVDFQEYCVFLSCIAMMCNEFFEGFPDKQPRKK
#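 Material: S100A4 monomer protein / Buffer or medium: 50 mM HEPES pH 7.2, 10 mM CaCl2, 100 mM KCl / Times: 5 min incubation before reading / Benchmarks: neutral control DMSO, positive control TFP / Reagent: labelled myosin peptide probe, 5 nM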
# DENV2 CPE rescue: inhibitors of DENV2 cytopathic effect, primary screen, cell-based, plate reader, single concentration; CPE inhibition, % at 9.99 µM; DENV2-infected cells, cytopathic effect rescue; 350,000 tested, 1.7% active; in the data active = CPE inhibition above about 20%, passing the limit was not always enough; inconclusive = no clear call, values can overlap the other calls; tested in BHK-21 cells;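 note: 0% = median of neutral control wells and 100% = median of positive control wells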
# ERp5 inh: inhibitors of ERp5-driven insulin aggregation, primary screen, biochemical, turbidity, absorbance 650 nm, single point. 350,000 tested, 0.05% active. inhibition, % at 9.99 µM. AID 651711, 2012. 90 min. Protein disulfide-isomerase A6 (Homo sapiens), Q15084;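 active = mean replicate inhibition above about 25%, with every replicate also reaching it, limit read from the data, passing the limit was not always enough; inconclusive = only one of those two criteria met; inactive = neither criterion met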
# Active calls of the source: *; ? = inconclusive; . = no result given. These rows are one share of the data, so the mix of outcomes need not match the whole.
compound	SIRT5 inh	Statin myotox sup	PglD DTNB	E-sel inducer	S100A4 inh HTS	DENV2 CPE rescue	ERp5 inh
CCOC(=O)[C@]12Cc3c(cc(OC)c(OC)c3OC)[C@H]1N(C1CCCCC1)C(=O)c1cc(OC)ccc12	-2	.	.	-0.5	2	?	1
CN(C)S(=O)(=O)c1cc(NC(=O)COC(=O)C2CSC3(C)CCC(=O)N23)ccc1Cl (centres undefined)	-2	.	-6	-3.2	-2	0	4
COc1ccc(S(=O)(=O)Nc2ccc3c(c2)C(=O)N([C@@H](C)CO)C[C@H](C)[C@H](CN(C)Cc2ccccc2)OCCCC[C@H](C)O3)cc1	.	.	-1	-0.3	.	-5	.
Cc1cc(N2CCOCC2)nc(SCC(=O)OCc2ccccc2)n1	0	-9	-1	1.1	-1	-5	2
O=C(/C=C/c1ccccc1)OCC(=O)N1CCCC1	-5	5	-3	0.6	-2	-1	2
CCCCn1c(N)c(N(CCC(C)C)C(=O)C2=NN(c3ccccc3)C(=O)CC2)c(=O)[nH]c1=O	-3	3	-3	14	-5	0	2
Cc1ccc(NC(=O)C2CCCN(C3=NS(=O)(=O)c4ccccc43)C2)c(O)c1 (centres undefined)	-3	12	-8	-0.2	6	11	2
C[C@@H]1CN([C@@H](C)CO)C(=O)c2cc(NS(=O)(=O)c3cn(C)cn3)ccc2O[C@H]1CN(C)C(=O)Nc1ccc2c(c1)OCO2	-8	-28	-16	-1.9	65	5	1

# Next section.
compound	SIRT5 inh	Statin myotox sup	PglD DTNB	E-sel inducer	S100A4 inh HTS	DENV2 CPE rescue	ERp5 inh
Cc1cccc(NC(=O)C2SC(=Nc3c(C)cccc3C)C(C(=O)N3CCOCC3)=C2N)c1 (centres undefined)	3	.	3	0.9	-4	4	4
CC(=O)OCC1=C(C(=O)O)N2C(=O)C(NC(=O)CCn3nc(C(F)(F)F)c(Br)c3C3CC3)C2SC1 (centres undefined)	7	.	.	.	-12	-6	8
CCOC(=O)/C=C/C(=O)NNC(=O)c1ccccc1Cl	-2	.	.	.	-5	3	4
O=C(COc1ccc(Cl)cc1Cl)NNC(=S)NCc1ccco1	0	.	.	.	-4	0	3
COc1ccccc1/C=N/NC(=O)C(=O)NCc1cccnc1	2	2	-1	.	-4	-5	4
COc1ccc2[nH]c(=O)cc(C(=O)O)c2c1	-2	.	.	4.4	-3	0	-18
Cc1ccc(S(=O)(=O)NNC(=O)c2cnn(-c3ccc(Cl)cc3)c2C(F)(F)F)cc1	1	.	.	0.2	0	-1	-3
CN(C)C(=O)c1ccc(-c2ccc([C@@H]3[C@H](CO)N4CCCCN(CC5CC5)C[C@@H]34)cc2)cc1	6	9	-2	-0.3	13	12	2

# 6 entries already listed, sorted by heavy-atom count, highest first:
compound	SIRT5 inh	Statin myotox sup	PglD DTNB	E-sel inducer	S100A4 inh HTS	DENV2 CPE rescue	ERp5 inh
C[C@@H]1CN([C@@H](C)CO)C(=O)c2cc(NS(=O)(=O)c3cn(C)cn3)ccc2O[C@H]1CN(C)C(=O)Nc1ccc2c(c1)OCO2	-8	-28	-16	-1.9	65	5	1
CC(=O)OCC1=C(C(=O)O)N2C(=O)C(NC(=O)CCn3nc(C(F)(F)F)c(Br)c3C3CC3)C2SC1 (centres undefined)	7	.	.	.	-12	-6	8
Cc1cccc(NC(=O)C2SC(=Nc3c(C)cccc3C)C(C(=O)N3CCOCC3)=C2N)c1 (centres undefined)	3	.	3	0.9	-4	4	4
Cc1ccc(S(=O)(=O)NNC(=O)c2cnn(-c3ccc(Cl)cc3)c2C(F)(F)F)cc1	1	.	.	0.2	0	-1	-3
O=C(COc1ccc(Cl)cc1Cl)NNC(=S)NCc1ccco1	0	.	.	.	-4	0	3
CCOC(=O)/C=C/C(=O)NNC(=O)c1ccccc1Cl	-2	.	.	.	-5	3	4

# Additional compounds follow:
compound	SIRT5 inh	Statin myotox sup	PglD DTNB	E-sel inducer	S100A4 inh HTS	DENV2 CPE rescue	ERp5 inh
C#CCOc1ccc(CNC[C@H]2O[C@@H](n3ccc(N)nc3=O)[C@H](O)[C@@H]2O)cc1	-4	8	3	.	-5	18	-4
C[C@@H]1CN([C@H](C)CO)C(=O)c2cc(-c3cncnc3)cnc2O[C@@H]1CN(C)Cc1ccc(F)cc1	-1	-7	-2	-0.1	-2	1	10
Cc1ccc(S(=O)(=O)CCC(=O)Nc2nnc(-c3ccc(F)cc3)o2)cc1	-3	5	4	-0.2	-8	11	4
O=C(C[C@H]1C[C@H]2c3cc(NC(=O)c4ccc5c(c4)OCO5)ccc3O[C@H]2[C@H](CO)O1)NCc1cccc(F)c1	7	-3	-2	0.6	4	1	-1
Cn1c(=O)n(C)c2cc(NC(=O)CCc3ccccc3)c(Br)cc21	1	9	-2	.	8	3	6
C/C=C/c1cnc2c(c1)C(=O)N([C@@H](C)CO)C[C@H](C)[C@H](CN(C)C(=O)CN1CCOCC1)O2	-1	6	-2	-0.2	0	-8	0
CSCC[C@H](NC(=O)Nc1cccc(Br)c1)C(=O)O	-2	.	3	0.2	-1	4	6
C[C@H](CO)N1C[C@H](C)[C@@H](CN(C)C(=O)Nc2cccc(F)c2)Oc2ncc(C3=CCCCC3)cc2C1=O	3	-4	-3	0.2	3	20*	0

# Continuation.
compound	SIRT5 inh	Statin myotox sup	PglD DTNB	E-sel inducer	S100A4 inh HTS	DENV2 CPE rescue	ERp5 inh
COc1cc(CN2CCCC(CO)(Cc3cccc(Cl)c3)C2)cc2c1OCO2 (centres undefined)	-7	-41	-1	0.0	-4	1	2
O=C(CSc1nnc2c(Cl)cc(C(F)(F)F)cn12)NCc1ccc(F)cc1	-1	.	.	0.4	-3	6	2
CCCCOc1ccc(OCCNS(=O)(=O)N(C)C)cc1	-2	-10	-2	.	0	8	-4
COC(=O)[C@]1(C)CCC[C@@]2(C)C3CC[C@@]4(C)C[C@]3(CCC21)CC4=NO (some centres undefined)	.	16	0	0.4	0	8	2
COCCNC(=O)C[C@@H]1C=C[C@@H](NS(=O)(=O)c2ccc(C)cc2)[C@H](CO)O1	5	-1	-2	-0.2	14	-1	-2
O=C(COC(=O)c1cccc(S(=O)(=O)N2CCOCC2)c1)NCc1ccc2c(c1)OCO2	.	2	4	0.1	-4	4	-1
O=C(NC[C@H]1CC[C@@H]2[C@@H](CN2S(=O)(=O)c2ccccc2[N+](=O)[O-])O1)C1CCCC1	-1	.	.	.	0	16	4
CC(OC(=O)c1cc(Br)ccc1O)C(=O)NC1(C#N)CCCCC1 (centres undefined)	0	-5	4	.	-3	-9	1

# (continued)
# Value order: SIRT5 inh, Statin myotox sup, PglD DTNB, E-sel inducer, S100A4 inh HTS, DENV2 CPE rescue, ERp5 inh
CCCCNS(=O)(=O)c1ccc(S(=O)(=O)NCc2ccncc2)cc1
→ 1, 1, -3, ., 3, -5, -3
C=CCN1[C@H](COCc2ccccc2)C=CS1(=O)=O
→ 6, 3, 4, -0.2, -3, 11, 9
O=C(C[C@@H]1CC[C@@H]2[C@H](COC[C@@H](O)CN2Cc2cc(F)cc(F)c2)O1)NCc1cccc(F)c1
→ 0, 10, -5, 0.5, -7, -5, 10
COCC(=O)Nc1ccc2c(c1)[C@@H]1C[C@H](CC(=O)NCc3ccc(-c4ccccc4)cc3)O[C@H](CO)[C@@H]1O2
→ 0, -1, 0, 0.3, 0, 14, -1
CO[C@H]1CN(C)C(=O)c2ccc(NC(=O)Nc3ccccc3F)cc2OC[C@@H](C)N(C)C[C@H]1C
→ 1, 3, 2, 0.0, 23, -9, 14
COc1cc(Cl)c(CN2CCC(CO)(CCOc3ccccc3)CC2)cc1OC
→ -4, -6, -2, 0.7, 12, -3, 3
COc1ccc(/C=N/NC(=O)c2ccc(COc3ccccc3Cl)o2)cc1
→ -4, ., -14, ., 0, ., 1
O=C(CN1CCN(c2ccc([N+](=O)[O-])cc2)CC1)c1ccccc1
→ 0, 1, -6, 1.6, -2, -6, 0
CC(C)c1ccc(NC(=O)CSc2nc(=O)n(CCCN3CCOCC3)c3c2CCCC3)cc1
→ -1, -1, 8, ., -8, 14, 2
Cc1ccnn1-c1ccc(C(=O)NCC(c2ccco2)N2CCCC2)cc1 (centres undefined)
→ 2, -1, -5, 1.4, -2, -2, -2
CCCc1ccc2oc(C(=O)N3CCC(O)CC3)c(C)c2c1
→ 1, 1, -2, 0.5, -4, -3, -2
C/C=C1\NC(=O)[C@H](C)NC(=O)[C@@H](NC(=O)[C@@H](Cc2ccc(O)cc2)NC(=O)[C@@H](NC(=O)/C(C)=C/C)C(C)C)[C@@H](C)OC(=O)[C@H](CCCCc2ccc(O)cc2)NC(=O)[C@@H](CCC(=O)O)NC1=O
→ 3, -11, 4, ., 5, 3, 0
CCOc1ccc(C=NNC(=O)c2cccc3ccccc23)cc1OCC
→ ., ., ., -0.8, 8, 2, 10
CNc1snc(C)c1C(=O)OC(C)C(=O)Nc1ccc(F)cc1 (centres undefined)
→ 0, -4, 1, ., 31, -3, 0
CC=Cc1ccc2n(c1=O)C[C@H]1[C@H](CO)[C@@H](C(=O)N(C)C)N(CC3CC3)[C@@H]21 (mixture of isomers)
→ 1, 5, 1, -0.1, 23, 2, 1

# (more compounds)
# Value order: SIRT5 inh, Statin myotox sup, PglD DTNB, E-sel inducer, S100A4 inh HTS, DENV2 CPE rescue, ERp5 inh
CC(C)(C)S(=O)N1Cc2cc(C(=O)NCc3ccc4c(c3)OCO4)nc(-c3cccc(-c4cccc(F)c4)c3)c2[C@H]1CCO (some centres undefined)
→ 4, ., ., ., -20, -13, -3
NC(=O)C1CCN(C(=O)CC(c2ccccc2)c2ccccc2)CC1
→ 0, -1, 17, ., -3, 1, 5
C[C@H]1CN([C@@H](C)CO)S(=O)(=O)c2ccc(C#Cc3cccc(F)c3)cc2O[C@@H]1CN(C)C(=O)NC1CCCCC1
→ -3, 9, 0, 1.4, 4, 13, 14
COC(=O)c1cnn(-c2ccc(Cl)cc2)c1/C=N/NC(N)=S
→ -1, 6, 1, ., -4, -4, 1
COc1ccc(S(=O)(=O)N(C)C[C@@H]2Oc3ccc(NS(=O)(=O)c4ccc(F)cc4)cc3CC(=O)N([C@H](C)CO)C[C@H]2C)cc1
→ 5, 19, ., -0.3, -6, -5, 1
Cc1cc(N2CCN(C)CC2)nc2ccc(NC(=S)N3CCOCC3)cc12
→ -12, 1, -14, 0.5, -1, ., 7
Cc1ccc(OCCNC(=O)Cc2ccc(F)cc2)cc1
→ 2, 4, 1, 0.6, -9, 3, -5
Nc1ccccc1C(=O)C[C@H](N)C(=O)O
→ 2, 1, 1, 0.3, 5, -10, -4
COc1ccc(NC(=O)Nc2cccc3c2O[C@@H](CN(C)Cc2ccc(Oc4ccccc4)cc2)[C@H](C)CN([C@@H](C)CO)C3=O)cc1
→ 16*, 39, -1, -2.6, -2, -1, 0
O=C1CCc2cc(NS(=O)(=O)c3ccccc3)cc3c2N1CCC3
→ -1, -22, ., ., -2, 9, 3
Cc1nc2sc(C(c3ccccc3)N3CCN(C(=O)c4ccco4)CC3)c(O)n2n1 (centres undefined)
→ 0, 1, 4, ., 7, -3, -10
CC1=CC(=NNS(=O)(=O)c2ccc([N+](=O)[O-])cc2)CC(C)(C)C1
→ 3, 4, -6, 0.3, 3, -3, -5
